ATXN2 expr inh = Primary qHTS for Inhibitors of ATXN expression | HEK-293 ATXN2-luciferase reporter, luminescence, 24 h | AID 1745845, 2022 | 360,000 compounds, 0.72% hits | Potency, µM (titrated, usually from 57 µM), without a hit: at the top dose activity change, negative = inhibition, most hits filed as inhibitors; also: potency is read from the fitted curve at half-maximal effect; % is scaled to controls: 0 for no effect and ±100 for the full control effect; nearly all actives have a fitted effect of over 55% in size
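qHTS (up to 57 uM final) was run with 24 h compound exposure of reporter cells at 37 °C. Each well was multiplexed: SteadyGlo luminescence measured ATXN2-luciferase expression after a fluorogenic Gly-Phe-AFC viability readout (25 uM final).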
EPAC2 agonist = qHTS for Agonist of cAMP-regulated guanine nucleotide exchange factor 4 (EPAC2): primary screen; Rap guanine nucleotide exchange factor 4 (Homo sapiens), Q8WZA2; EPAC2 activation, biochemical qHTS; response scale: 100% = 6.5 mM cAMP response; Potency, µM (top dose mostly 154 µM), for inactives: at the top dose activation, hits mostly activators; 360,000 compounds, 0.079% hits; also: potency is read from the fitted curve at half-maximal effect; nearly all actives have a fitted effect of over 50% in size
Target sequence (Q8WZA2 whole entry, looked up): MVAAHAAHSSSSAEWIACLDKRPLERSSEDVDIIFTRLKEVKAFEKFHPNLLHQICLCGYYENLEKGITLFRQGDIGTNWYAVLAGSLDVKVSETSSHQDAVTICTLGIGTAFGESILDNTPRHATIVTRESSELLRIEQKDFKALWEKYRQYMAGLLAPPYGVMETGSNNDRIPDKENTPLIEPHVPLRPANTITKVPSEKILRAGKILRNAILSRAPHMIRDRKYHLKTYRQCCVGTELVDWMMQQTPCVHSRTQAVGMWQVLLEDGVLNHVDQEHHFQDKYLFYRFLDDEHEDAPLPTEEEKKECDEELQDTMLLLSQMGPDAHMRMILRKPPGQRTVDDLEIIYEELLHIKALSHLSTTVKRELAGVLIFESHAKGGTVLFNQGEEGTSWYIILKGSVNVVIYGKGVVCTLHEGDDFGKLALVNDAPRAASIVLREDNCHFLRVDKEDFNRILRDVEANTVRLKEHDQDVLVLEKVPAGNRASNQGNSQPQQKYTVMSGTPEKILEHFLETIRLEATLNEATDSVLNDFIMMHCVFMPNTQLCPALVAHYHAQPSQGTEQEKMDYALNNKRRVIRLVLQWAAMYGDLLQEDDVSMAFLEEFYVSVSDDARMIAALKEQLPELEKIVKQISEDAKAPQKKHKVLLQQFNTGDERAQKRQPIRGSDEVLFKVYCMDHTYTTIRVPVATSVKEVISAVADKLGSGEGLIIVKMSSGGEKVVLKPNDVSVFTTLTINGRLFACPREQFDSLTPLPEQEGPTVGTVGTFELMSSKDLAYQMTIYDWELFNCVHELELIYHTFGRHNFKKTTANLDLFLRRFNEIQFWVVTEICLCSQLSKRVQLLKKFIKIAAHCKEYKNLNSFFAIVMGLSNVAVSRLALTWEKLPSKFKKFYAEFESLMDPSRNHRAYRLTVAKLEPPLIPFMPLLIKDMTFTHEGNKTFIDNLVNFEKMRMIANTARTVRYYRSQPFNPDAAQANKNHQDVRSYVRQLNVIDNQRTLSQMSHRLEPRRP
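Readout is BODIPY fluorescence (480 nm excitation, 540 nm emission), which falls as labeled GDP is exchanged off Rap1B. EPAC2 at 100 nM acted on 250 nM RAP1B-BODIPY-GDP with 50 uM GDP present.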
ATXN viability = Viability Counterscreen for Primary qHTS for Inhibitors of ATXN expression; Potency, µM (top dose mostly 56.7 µM), actives largely listed as cytotoxic; 400,000 compounds, 0.49% hits; S2 cells (HEK-293 line with an ATXN2-luciferase reporter) viability, CellTiter-Fluor protease fluorescence, 24 h; AID 651635, 2014; also: potency is read from the fitted curve at half-maximal effect; nearly all actives have a fitted effect of over 40% in size
IL-2 act = qHTS of IL-2 Activators; IL-2 activation reporter assay, cell-based qHTS; stimulated with anti-CD3/CD4/CD28 beads; in transgenic mouse T cells; activation, % (series mostly up to about 46 µM); 360,000 compounds, 0.065% hits; in the data active = activation above about 50%; inconclusive = mostly about 30% to 49%; also: 0% is about no effect
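Screening format: compound pinned onto unstimulated transgenic mouse T cells, 60 min incubation, then anti-CD3/anti-CD4/anti-CD28 bead stimulation for 18 hours at 37 degrees C, followed by EGFP and DsRed detection.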
HepG2 tox = qHTS for Inhibitors of TGF-b: Cytotox Counterscreen; Potency, µM (titrated, usually from 46.1 µM), for inactives: at the top dose activity change, negative = cytotoxicity, hits mostly cytotoxic; HepG2 CAGA-GFP viability, ATP luminescence, 18 h; AID 588856, 2011; 410,000 compounds, 0.76% hits; also: potency is read from the fitted curve at half-maximal effect; some results filed as inactive show a strong effect at the top dose
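CellTiter-Glo luminescence gave cytotoxicity after 18 hours at 37 degrees C. The cells were HepG2 CAGA-GFP in 1% FBS DMEM, stimulated with 500 pg/mL TGF-beta after compound addition. %Activity was normalised to no-cell wells (complete cell-killing) and DMSO (no toxicity), and curves were fitted and classified.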
Nrf2 activator = qHTS of Nrf2 Activators; AREc32 ARE-luciferase reporter (MCF7-derived line), luminescence, 24 h; Potency, µM (top dose mostly 46.1 µM), for inactives: top-dose activation, most hits filed as activators; 410,000 compounds, 0.31% hits; also: potency is read from the fitted curve at half-maximal effect; % of control where 0% means no effect; nearly all actives have a fitted effect of over 65% in size
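Luciferase luminescence (Steady-Glo, 30 min at room temperature) served as the read-out of ARE activation in AREc32 cells treated with compounds for 24 hr at 37 deg C.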
A549 viability = Nrf2 qHTS screen for inhibitors: counterscreen for cytotoxicity | AID 504648, 2011 | A549 ARE-Fluc cells, CellTiter-Fluor viability, 18-24 h | 390,000 compounds, 0.16% hits | Potency, µM (doses to about 46 µM), without a hit: top-dose activity change, negative = cytotoxicity, usual class: inhibitors; also: potency is read from the fitted curve at half-maximal effect; % is scaled to controls: 0 for no effect and ±100 for the full control effect
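A549 ARE-Fluc cells in 5% FBS OPTI-MEM, 5000 cells/well, rested 2 h then exposed to compounds in concentration-response for 18-24 h at 37 °C. Viability by CellTiter-Fluor fluorescence (Ex 405/Em 525) after 30 min; luciferase luminescence (BugLite, 15 min, RT) read afterwards.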
TGFb SMAD3 inh = qHTS for Inhibitors of TGF-b. Potency, µM (top dose mostly 46.1 µM), for the others: top-dose activity, negative = inhibition, actives largely listed as inhibitors. 410,000 compounds, 1.2% hits. HepG2 CAGA-GFP TGF-b/SMAD3 reporter, GFP fluorescence, 18 h; TGF-beta stimulated, 500 pg/mL final; also: potency is read from the fitted curve at half-maximal effect; % is scaled to controls: 0 for no effect and ±100 for the full control effect; nearly all actives have a fitted effect of over 65% in size
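Inhibition was scored as loss of TGF-beta-induced (500 pg/mL final, 18 hours, 37 degrees C) GFP in HEPG2 cells carrying a CAGA-GFP reporter, in DMEM with 1% FBS. Well GFP was summed per cell; Activity was normalised to unstimulated and stimulated DMSO wells, then concentration-response fitting.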
Nrf2 inh = Nrf2 qHTS screen for inhibitors; A549 ARE-Fluc reporter, luciferase luminescence, 18-24 h; AID 504444, 2011; Potency, µM (series often up to 46 µM), for inactives: at the highest dose activity change, negative = inhibition, hits mostly inhibitors; 360,000 compounds, 2.1% hits; also: potency is read from the fitted curve at half-maximal effect; % is scaled to controls: 0 for no effect and ±100 for the full control effect; nearly all actives have a fitted effect of over 60% in size
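Nrf2 activity is the BugLite luminescence, read 15 min after reagent at room temperature, following CellTiter-Fluor cytotoxicity readout (30 min, 37C). Compound titrations were applied for 18-24 h to 5000 A549 ARE_Fluc cells/well in 5% FBS OPTI-MEM.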
An asterisk follows results filed as active; i = inactive; u = inconclusive; x = not tested or not shown; & = joins results of further samples; [ ] = another dose, or the depositor's remark. Unless noted, calls follow the shape of the dose curve; as a rule, active = well fitted curve in the direction sought with a large enough effect; inconclusive = small, poorly fitted or top-dose-only effect, or another doubt; inactive = no such curve, though single readings can be large; an effect the other way counts as inactive or inconclusive.

SMILES	ATXN2 expr inh	EPAC2 agonist	ATXN viability	IL-2 act	HepG2 tox	Nrf2 activator	A549 viability	TGFb SMAD3 inh	Nrf2 inh
COc1cc(CNC(=O)CSCc2nc3cccnc3n2C2CCCCC2)cc(OC)c1OC	x	x	x	x	-2%	6.9%	-10%	1%	x
COc1ccc(CN2C(=O)C(CC(=O)NCCCN(C)C)CC(C(=O)N3CCCCCC3)=C2C)cc1 (configuration not stated)	-4%	1%	i	-0.1	x	-1.1%	x	x	x
CN1C(=O)C(CC(=O)NCCc2ccccc2)N(NC(=O)c2cccc(F)c2)C1=S (configuration not stated)	3%	-3%	i	-1.3	1%	-0.3%	0%	13%	0%
O=C(CNC(=O)c1ccccc1)OCC(=O)c1ccc2ccccc2c1	x	x	x	x	-13%	x	-9%	2%	3%
CCC(c1nnc(SCC(=O)Nc2cc(S(C)(=O)=O)ccc2Cl)n1Cc1ccccc1)N(C)C (configuration not stated)	2%	7%	i	-2.6	5%	-0.8%	u	8%	11%
Cc1ccc(F)c([C@H]2[C@@H]3C=CCC[C@@]3(C)C(=O)N2Cc2ccccc2)c1	-6%	0%	i	0.6	-32%	5.2%	6%	u	u
N#CCc1ccc(OC(=O)c2ccncc2)cc1	0%	12%	i	0.9	16%	-0.4%	-1%	-4%	10%
Cc1oc2c(C)c(O)ccc2c(=O)c1-c1ccc2ccccc2n1	-9%	1%	i	-2.6	-2%	3.1%	8%	-3%	x
COc1ccc(NC(=O)C[C@H]2C(=O)N(c3ccc(OC)cc3)C[C@@H]2CSC)cc1	-14%	23%	i	-3.3	-10%	-0.7%	x	-13%	x
CC1(C(=O)NCCC#N)CCN1C(=O)c1ccccc1CCc1ccccc1 (configuration not stated)	10%	4%	i	0.9	-1%	-0.4%	x	16%	x
COc1ccc(S(=O)(=O)n2ccnc2C)c(C)c1C	4%	0%	i	0.6	6%	-0.5%	7%	7%	14%
COc1ccc(N2CCN(C(=O)COC(=O)Cc3ccc(F)cc3)CC2)cc1	-2%	4%	i	-0.2	-8%	-0.6%	-2%	-14%	10%
CCOC(=O)N1CCC(NC(=O)c2oc3c(C)c(C)ccc3c2C)CC1	0%	-1%	u	-3.3	-43%	3.2%	-4%	u	-2%
O=C(NCCN1CCCC1)c1ccc2c(c1)N(Cc1ccccc1)C(=O)c1ccccc1S2(=O)=O	-20%	2%	i	-2.4	0%	0.4%	2%	-6%	1%
CCCCOc1ccc(NC(=O)Cn2nnnc2-c2ccccc2F)cc1	x	x	x	x	-19%	-0.6%	-1%	0%	u
CN(C)CCSc1nc(N)c2c3c(sc2n1)COC(C)(C)C3	1%	7%	i	-2.4	1%	0.5%	u	2%	x
Cc1cccc(OCC(=O)N2CCC(c3nc4ccccc4o3)CC2)c1C	x	x	x	x	-36%	4.1%	1%	-1%	-1%
CC(C)C(c1nnnn1Cc1ccccc1)N1CCC(C(N)=O)CC1 (configuration not stated)	-4%	7%	i	0.0	3%	-0.4%	3%	u	11%
Cc1ccc(S(=O)(=O)N2CCC(C(=O)Nc3ccccc3N3CCCC3)CC2)c(C)c1	-20%	18%	i	-4.4	-6%	0.6%	-14%	19%	-22%
O=C(O)c1ccc(OS(=O)(=O)c2cccc(C(F)(F)F)c2)cc1	x	-2%	x	-0.1	2%	-0.3%	-6%	34%[activator]	u
COC(=O)/C=C1\NCCNC1=O	1%	-5%	i	1.3	8%	-0.1%	-3%	10%	3%
O=C(Cc1ccc(F)cc1)NCCS(=O)(=O)N1CCN(c2ccccc2)CC1	u	4%	i	-5.0	-16%	2.7%	u	-15%	u
CCCCCN(C(=O)CCC(=O)OCC(=O)N(C)Cc1ccccc1C)c1c(N)n(CCCC)c(=O)[nH]c1=O	1%	2%	i	-2.9	7%	0.3%	-7%	-3%	-10%
COc1cc(C(=O)ONC(=O)c2ccc(OC(F)F)cc2)cc(OC)c1OC	-27%	-3%	i	-0.4	-15%	2.1%	-23%	-3%	-14%
O=C(C[C@@H]1C[C@@H]2c3cc(NC(=O)C4CCOCC4)ccc3O[C@@H]2[C@H](CO)O1)NCc1ccccn1	-3%	8%	i	3.9	16%	0.5%	x	8%	x

Five structures already listed, sorted by count of non-hydrogen atoms, largest number first.
SMILES	ATXN2 expr inh	EPAC2 agonist	ATXN viability	IL-2 act	HepG2 tox	Nrf2 activator	A549 viability	TGFb SMAD3 inh	Nrf2 inh
O=C(C[C@@H]1C[C@@H]2c3cc(NC(=O)C4CCOCC4)ccc3O[C@@H]2[C@H](CO)O1)NCc1ccccn1	-3%	8%	i	3.9	16%	0.5%	x	8%	x
CN1C(=O)C(CC(=O)NCCc2ccccc2)N(NC(=O)c2cccc(F)c2)C1=S (configuration not stated)	3%	-3%	i	-1.3	1%	-0.3%	0%	13%	0%
COc1ccc(N2CCN(C(=O)COC(=O)Cc3ccc(F)cc3)CC2)cc1	-2%	4%	i	-0.2	-8%	-0.6%	-2%	-14%	10%
Cc1ccc(F)c([C@H]2[C@@H]3C=CCC[C@@]3(C)C(=O)N2Cc2ccccc2)c1	-6%	0%	i	0.6	-32%	5.2%	6%	u	u
CC(C)C(c1nnnn1Cc1ccccc1)N1CCC(C(N)=O)CC1 (configuration not stated)	-4%	7%	i	0.0	3%	-0.4%	3%	u	11%

Following part
SMILES	ATXN2 expr inh	EPAC2 agonist	ATXN viability	IL-2 act	HepG2 tox	Nrf2 activator	A549 viability	TGFb SMAD3 inh	Nrf2 inh
CC(C)Oc1ccc(C(=O)OC(C)C(=O)Nc2nc(-c3cccc([N+](=O)[O-])c3)cs2)cc1 (configuration not stated)	x	10%	i	-2.5	-3%	-0.7%	9%	6%	12%
COc1ccc(-c2cc(C#N)nc(NN)n2)cc1	-25%	1%	u	-0.4	-8%	3.6%	-7%	u	-27%
CN(c1ccc(OCC(=O)Nc2cc(Cl)ccc2C(=O)O)cc1)S(=O)(=O)c1ccc(F)cc1	-19%	-8%	i	-4.9	-17%	-0.6%	0%	-8%	-8%
C[C@H](NC(=O)c1[nH]cnc1C(=O)N[C@H](C)c1ccccc1)c1ccccc1	2%	-1%	i	-0.4	-19%	9.9%	2%	-13%	u
Cc1cc(C)c2nc(-c3ccccn3)cc(C(=O)Nn3cnnc3)c2c1	20%	-5%	i	0.3	-1%	3.9%	-1%	9%	u
CCOC(=O)C(=O)NC(C)c1ccccc1 (configuration not stated)	4%	-7%	i	0.1	7%	-0.2%	-9%	u	-2%
CN1CCN(c2nc3c(c(=O)[nH]c(=O)n3C)n2CCCSc2ncccn2)CC1	0%	2%	i	-3.6	-3%	0.4%	1%	-1%	4%
N=c1n(CCCOc2ccccc2Cl)c2ccccc2n1CC(N)=O	u	1%	i	1.0	-188%	u	-11%	13µM*	8%
O=[N+]([O-])c1ccc(CN2CCN(Cc3c[nH]c4ccccc34)CC2)cc1	-7%	0%	i	-2.8	-29%	0.3%[9.22 µM]	-13%	1%	11%
COc1cc(-c2coc3c(C(=O)Nc4ccc(C(C)C)cc4)cccc23)ccc1O	-16%	1%	i	-0.8	-61%	6.4%[9.22 µM]	x	u	x
Cc1cc(C(C)(C)C)oc1C(=O)N1CCN(C(=O)c2oc(C(C)(C)C)cc2C)CC1	8%	5%	i	-1.0	-18%	-0.1%	-12%	-4%	6%
O=C(CCCSc1nc2ccccc2[nH]1)Nc1nnc(C2CC2)s1	-2%	0%	i	0.7	-9%	3.7%	1%	-14%	-22%
COc1ccc(C2c3[nH]c4ccccc4c3CCN2C(=O)c2ccc(=O)n(C)n2)c(F)c1 (configuration not stated)	79%[activator]	-5%	i	-0.6	-25%	8.9%	1%	0%	-6%
O=C(Nc1nnc(S(=O)(=O)N2CCCCCC2)s1)c1ccc(Cl)cc1	7%&4%	5%	i	-0.3	3%&-2%	0.1%&-0.6%	-8%&-4%	-1%&-26%	u
Cc1ccc2c(CC(=O)OC(C)C(=O)NCc3ccc4c(c3)OCO4)coc2c1 (configuration not stated)	-19%	9%	u	0.5	7%	-0.8%	-1%	-20%	5%
Cc1cc(Nc2ccccc2N2CCOCC2)n2ncnc2n1	26%	5%	i	-2.1	-6%	4.1%	x	-18%	7%
CC1(C)Oc2ccc(C(=O)N3CCCCC3)cc2N(CC(=O)NCc2ccccc2)C1=O	9%	-4%	i	-1.3	-17%	0.1%	-8%	-10%	3%
O=C(CN1CCN(c2ccccc2)CC1)Nc1ccc(F)cc1	-11%	1%	i	-1.1	-11%	0.1%	-1%	1%	-4%
O=C(c1ccc(Cl)cc1)N1CCc2ccccc21	x	11%	u	-0.8	-9%	5.7%	-1%	-13%	6%
CC1CCCN(S(=O)(=O)c2ccc(C(=O)Nc3nnc(-c4ccccn4)o3)cc2)C1 (configuration not stated)	x	-8%	i	-0.7	-42%	2.1%	0%	-25%	13µM*
CCOC(=O)N1CCN(C(=O)c2cccc(OC)c2OC)CC1	3%	0%	i	-2.0	4%	-0.8%	5%	-1%	5%
CC(=O)c1cccc(N2C(=NC(=O)C(C)C)SC3CS(=O)(=O)CC32)c1 (configuration not stated)	70%[activator]	8%	i	-0.3	-29%	-0.1%	8%	1%	15%
COc1cccc(C2C(C(=O)c3cc4ccccc4o3)=C(O)C(=O)N2CCN(C)C)c1OC (configuration not stated)	1%	5%	i	1.8	2%	5.1%	-24%	0%	1%
Cc1ccc(-n2nnnc2SCC(N)=O)c(C)c1	0%	2%	u	8.0	-1%	-0.8%	-7%	-12%	8%

Compounds were not picked by outcome. Share with any hit: about 4.3%.
